High-throughput results (PubChem BioAssay)
APEX1 inh – inhibitors of human APE1 endonuclease; P27695; Potency, µM (highest dose often 65.8 µM), for the others: at the top dose activity change, negative = inhibition, most hits filed as inhibitors; recombinant APE1, TAMRA/BHQ-2 abasic DNA cleavage fluorescence; actives 0.35% (n = 350,000);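 also: plate controls were vehicle for no effect and reference inhibitor for full effect; nearly all actives have a fitted effect of over 55% in size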
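Measures dequenching upon AP-site incision of a 5'-TAMRA/3'-BHQ-2 THF-containing duplex, 50 nM; human APE1 0.75 nM after 15 min room-temperature exposure to compound; kinetic three-point read at one-minute spacing.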
Pol iota inh – blocks human DNA polymerase iota activity. Q9UNA4. Pol iota fluorescent replication assay, 10 min. Potency, µM (series often up to 115 µM), inactives show top-dose activity, negative = inhibition, hits mostly inhibitors. actives 1% (n = 390,000)
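Pol iota at 10 nM preincubated 15 min with compounds at room temperature; reaction started with fluorescent substrate, 50 nM final. Fluorescence read kinetically at 0 and 10 min; buffer-only wells as negative control.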
POLB inh – DNA polymerase beta (human) inhibition. Potency, µM (doses to about 114 µM), for the others: at the top dose activity change, negative = inhibition, usual class: inhibitors. Pol beta primer extension/strand displacement, fluorescence kinetic. P06746. actives 1.3% (n = 340,000); also: % is scaled to controls: 0 for no effect and ±100 for the full control effect
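Preincubation: enzyme (10 nM) with compound, 15 min, RT. Reaction: substrate added to 50 nM final. Reads: 0 and 10 min. Analysis: normalized, Hill fit.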
Pol kappa inh – inhibitors of human DNA polymerase kappa; Q9UBT6; purified Pol kappa, fluorescent DNA synthesis assay, 10 min; Potency, µM (top dose mostly 107 µM), inactives show top-dose activity, negative = inhibition, hits mostly inhibitors; actives 0.53% (n = 400,000); AID 588579; also: % is scaled to controls: 0 for no effect and ±100 for the full control effect
Target sequence (Q9UBT6 whole entry, looked up): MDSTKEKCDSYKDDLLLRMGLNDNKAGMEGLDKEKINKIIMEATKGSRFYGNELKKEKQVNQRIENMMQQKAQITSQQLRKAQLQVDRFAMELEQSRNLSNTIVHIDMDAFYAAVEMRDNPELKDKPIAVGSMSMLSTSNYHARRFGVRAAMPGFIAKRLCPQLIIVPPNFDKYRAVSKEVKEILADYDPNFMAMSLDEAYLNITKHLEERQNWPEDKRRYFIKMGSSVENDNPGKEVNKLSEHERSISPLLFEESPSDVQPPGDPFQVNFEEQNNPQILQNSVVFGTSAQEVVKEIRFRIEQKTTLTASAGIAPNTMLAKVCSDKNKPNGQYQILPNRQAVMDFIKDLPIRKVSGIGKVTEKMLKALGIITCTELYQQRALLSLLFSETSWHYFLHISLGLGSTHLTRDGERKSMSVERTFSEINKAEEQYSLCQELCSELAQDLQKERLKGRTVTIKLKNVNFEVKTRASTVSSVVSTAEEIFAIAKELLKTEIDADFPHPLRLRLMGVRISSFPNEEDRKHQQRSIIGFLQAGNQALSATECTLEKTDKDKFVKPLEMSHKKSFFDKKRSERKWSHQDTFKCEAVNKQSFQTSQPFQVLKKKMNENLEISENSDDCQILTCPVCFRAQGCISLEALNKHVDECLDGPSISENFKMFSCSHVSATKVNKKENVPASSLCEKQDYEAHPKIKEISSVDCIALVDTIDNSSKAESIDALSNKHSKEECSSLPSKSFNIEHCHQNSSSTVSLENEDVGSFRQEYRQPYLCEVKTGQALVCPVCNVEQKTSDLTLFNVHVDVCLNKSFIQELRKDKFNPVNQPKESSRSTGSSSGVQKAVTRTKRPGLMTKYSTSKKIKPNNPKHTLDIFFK
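Readout: fluorescence, taken kinetically at 0 and 10 min. Conditions: 10 nM Pol kappa, 15 min RT compound preincubation, 50 nM substrate final. Controls: enzyme-free buffer wells.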
BLM inh – inhibitors of human Bloom syndrome helicase BLM; actives 0.2% (n = 350,000); AID 2528; Potency, µM (titrated, usually from 56.1 µM), for the others: at the top dose activity change, negative = inhibition, most hits filed as inhibitors; P54132; recombinant BLM DNA unwinding, fluorescence dequenching;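 also: plate controls were vehicle for no effect and no enzyme for full effect; nearly all actives have a fitted effect of over 35% in size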
BAZ2B inh – inhibitors of human BAZ2B bromodomain; Q9UIF8; AlphaScreen BAZ2B-H3K14Ac peptide displacement; Potency, µM (top dose mostly 114 µM), without a hit: at the top dose activity change, negative = inhibition, actives largely listed as inhibitors; actives 4.4% (n = 360,000); also: % is scaled to controls: 0 for no effect and ±100 for the full control effect; nearly all actives have a fitted effect of over 60% in size
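AlphaScreen displacement: compounds (up to 110uM) incubated 30 min at room temperature with a preformed 50 nM BAZ2B/50 nM biotinylated H3K14Ac peptide complex in PBS pH 7.4 with Tween-20. Donor and acceptor beads at 10 ug/mL final added, 20 min light-protected before reading.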
JMJD2A Tudor inh – inhibitors of human JMJD2A Tudor domain; AID 504339; O75164; Potency, µM (series often up to 114 µM), for inactives: top-dose activity change, negative = inhibition, hits mostly inhibitors; actives 4.4% (n = 390,000); AlphaScreen JMJD2A-Tudor / H3K4me3 peptide binding; also: % is scaled to controls: 0 for no effect and ±100 for the full control effect; nearly all actives have a fitted effect of over 50% in size
G9a inh – inhibitors of human histone lysine methyltransferase G9a. Q96KQ7. G9a H3K9 monomethylation, AlphaScreen, 2 h. Potency, µM (highest dose often 102 µM), for the others: top-dose activity, negative = inhibition, most hits filed as inhibitors. actives 8.8% (n = 350,000). AID 504332; also: % is scaled to controls: 0 for no effect and ±100 for the full control effect; nearly all actives have a fitted effect of over 75% in size
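Using a bead-based AlphaScreen, monomethylated H3K9 product from 2 h room-temperature reactions (G9a 20 nM, peptide 500 nM, SAM 20 uM) was detected with 0.5 ug/mL rabbit anti-H3K9me1 antibody.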
Pol eta inh – DNA polymerase eta (human) inhibition | actives 1.2% (n = 390,000) | Q9Y253 | AID 588591 | recombinant Pol eta, fluorescent DNA replication assay | Potency, µM (top dose mostly 114 µM), inactives show at the highest dose activity change, negative = inhibition, usual class: inhibitors; also: % is scaled to controls: 0 for no effect and ±100 for the full control effect
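Fluorescent replication assay: 50 nM final substrate added after a 15 min room-temperature compound preincubation with 10 nM enzyme. Signal taken at 0 min and again at 10 min.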
The depositor's hits bear a star; ? = inconclusive; · = not tested or not shown; & = joins results of further samples; [ ] = remark or other dose. Calls follow the shape of the dose curve; as a rule, active = well fitted curve in the direction sought with a large enough effect; inconclusive = small, poorly fitted or top-dose-only effect, or another doubt; inactive = no such curve, though single readings can be large; an effect the other way counts as inactive or inconclusive. Potency is read from the fitted curve at half-maximal effect. Only part of the results is shown; count on the stated rates, not on these rows.

SMILES	APEX1 inh	Pol iota inh	POLB inh	Pol kappa inh	BLM inh	BAZ2B inh	JMJD2A Tudor inh	G9a inh	Pol eta inh
COc1ccc(/C=N/Nc2nc(-c3ccc(C)cc3)c(NC(C)=O)s2)cc1	0%	-6%	-2%	-8%	-5%	?	56µM*	10µM*	-15%
COc1ccc(N2CCN(C(=O)c3cccc(N4C(=O)C5CC=CC(C)C5C4=O)c3)CC2)cc1 (stereo not given)	-4%	-13%[58.9 µM]	-29%	-8%	-10%	?	-32%	?	-17%
Cc1cccc(NC(=O)CSc2nc3ccccc3nc2N2CC(C)OC(C)C2)c1 (stereo not given)	49%[activator]	19%	?	-8%	-6%	2%	0%	9%	-26%
O=C(CSC1CC(=O)N(CCc2ccccc2)C1=O)Nc1ccc(Cl)cc1 (stereo not given)	27%	25%	16%	-12%	2%	10%	-9%	12%[59 µM]	-20%
CCn1c(SCC(=O)Nc2ccc3c(c2)c2ccccc2n3CC)nnc1-c1ccco1	-3%	?	2%	35µM*	1%	10%	28µM*	10%[12.7 µM]	25µM*
COc1ccc(NC(=O)CSc2nc(C3CC3)nc3ccccc23)c(OC)c1	46%[activator]	19%	-19%	-14%	-3%	-2%	-15%	15%	-6%
COc1cccc(C2CC(c3cccc(Br)c3)n3ncnc3N2)c1 (stereo not given)	-2%	25%	-5%	-14%	-2%	-27%	-34%	-2%	-16%
CC(C)=CC(=O)OCC(=O)Nc1ccccc1Cl	5%	-2%	7%	-9%	-1%	6%	-2%	1%[59 µM]	-3%
O=C(Nc1ccc(C2=NCCN2)cc1)c1ccc(C(=O)Nc2ccc(C3=NCCN3)cc2)c(Cl)c1	-6%	?	0.89µM*	?	257%[activator]	-28%	56µM*	25µM*	-16%
CC(C)(C)NC(=O)C(c1c[nH]c2ccccc12)N(C(=O)Cn1nnc(-c2ccc(F)cc2)n1)c1cccc(O)c1 (stereo not given)	3%	-1%	0%	-8%	-13%	?	28µM*	-21%[59 µM]	-20%
O=C(O)CNS(=O)(=O)c1ccc(F)cc1	1%	-2%	-9%	-2%	0%	8%	13%	-4%[12.7 µM]	-15%
CN1CCN(C(=O)c2ccc3c(c2)NC(=O)C(C)(C)O3)CC1	-4%	8%	?	-15%	-4%	-5%	2%	?	-1%
CC(C)(C)c1csc(NC(=O)CCc2ccccc2)n1	-5%	4%	0%	-24%	-13%	1%	18%	·	-13%
Cc1ccc(CS(=O)(=O)Cc2ccc(C(=O)NCCCN3CCOCC3)o2)cc1	14%	24%	34%	-4%	-1%	3%	-1%	-7%[0.501 µM]	-7%
Cc1ccc(NC(=O)NC(=O)COc2ccc(Cl)cc2Cl)c(C)c1	12%	20%	6%	9%	4%	-2%	-9%	28%[59 µM]	-6%
Cc1cnc(NC(=O)CCN2C(=O)C3CCCCC3C2=O)s1 (stereo not given)	-5%	145%[activator]	-1%	0%	1%	-6%	0%[57.1 µM]	64%[activator]	-13%
COc1ccc(OC)c(-n2cnc3cc(C(=O)NCCc4ccccc4)ccc32)c1	·	5%	-27%	-21%[60.1 µM]	0%	?	-25%	?	-4%
Cn1c(=S)n(CCC(=O)O)c2ccccc21	5%	99%[activator]	-22%	0%	-2%	-25%	-6%[11.4 µM]	?	-13%
C=CCn1ccc(O)c(Cc2ccc(Cl)cc2)c1=O	31%	15%	1%	-5%	0%	-2%	-11%	6%	4%
O=C(CCc1c[nH]c2ccccc12)N1CCCCCCC1	50%[activator]	-15%	-24%	-1%	-1%	?	-26%	-13%	-3%
Cc1c(CCC(=O)N2CCC(C(=O)NCCCCCC(=O)O)CC2)c(=O)oc2cc3oc4c(c3cc12)CCCC4	39%	36%[activator]	13%	0%	3%	-16%	-8%	6%	-14%
C=CC[n+]1cccc(-c2cc3ccc(C)cc3[nH]2)c1	-7%	-15%	16%	-6%	-8%	1%	-23%	7%	-11%
CCn1cc(C(=O)NCCCOC(C)C)c2cc(OC)c(OC)cc2c1=O	-3%	22%	15%	-9%	-7%	6%	-1%	-24%[59 µM]	7%
COc1ccccc1C1CC(c2ccccc2)=NN1C(=O)c1ccccc1 (stereo not given)	-18%	6%	18%	-14%[60.1 µM]	-12%	-4%	-20%	13%[2.33 µM]	-15%
COCc1cc(Sc2ccc(Cl)cc2Cl)nc(-c2ccccc2)n1	-3%	18%	-2%	-5%	-4%	51%[activator]	113%[activator]	20%[59 µM]	-4%

(listing goes on)
SMILES	APEX1 inh	Pol iota inh	POLB inh	Pol kappa inh	BLM inh	BAZ2B inh	JMJD2A Tudor inh	G9a inh	Pol eta inh
Cc1ccc(S(=O)(=O)NNC(=O)c2ccc3ccccc3n2)cc1	25%	28%	-10%	-5%	0%	?	-15%	?	2%
Cc1ccc2nc(SCC(=O)N3CCN(c4ccccc4)CC3)nc(=O)n2c1	34%	-1%	·	-5%	·	-4%	-15%	0%[0.501 µM]	-17%
O=c1oc2c(Cl)cc(Cl)cc2cc1-c1nnc(Nc2ccccc2F)s1	-3%	·	14%	·	0%	7%	·	29%	·
O=C(NN1C(=O)C2C(C1=O)C1C=CC2C12CC2)c1cccc(Cl)c1 (stereo not given)	2%	13%	-8%	-2%	0%	-12%	-3%	-24%	-11%
COc1cccc(C(=O)O[C@@H]2[C@H](Cc3ccccc3)NS(=O)(=O)[C@H]3C[C@@H]4C=C[C@]23O4)c1	0%	-6%	·	-7%	·	-6%	-34%	2%[2.33 µM]	-7%
C/C(=N\NC(=O)c1cccc(S(=O)(=O)N2CCOCC2)c1)c1ccc(OCC(=O)N(C)C)cc1	-9%	18%	·	-6%	·	-4%	-14%	13%[0.501 µM]	-10%
CNC(=O)c1[nH]cnc1C(=O)Nc1ccc(C)cc1	-1%	-8%	14%	-9%	3%	?	?	?	-2%
Cc1ccc(O)c(C(=O)c2cnn(-c3ccccc3)c2)c1	7%	?	-21%	-11%	1%	-6%	16µM*	-3%[2.33 µM]	-18%
CSc1nc(C)c2c(c1C#N)CCCC2	4%	13%	0%	-13%	-1%	9%	34%	?	-9%
CCOc1ccc(-n2c(C)nc(O)c2N=Nc2ccccc2)cc1	-5%	19%	2%	-16%	1%	?	?	1.4µM*	2%
O=C(NCCc1cccc(Cl)c1)c1cccs1	-7%	11%	-23%	6%	-1%	-5%	6%	0%	-25%
CC[C@]12c3[nH]c4cc(-c5ccco5)ccc4c3CCN1C(=O)[C@@H](CC(=O)NCc1ccc(OC)c(OC)c1)C[C@@H]2C(=O)N1CCN(C(=O)C2CC2)CC1	1%	60%[activator]	·	4%	·	·	-35%	·	-21%
O=C(Cn1c(-c2cccs2)cc2cc(F)ccc21)NCCc1ccc(Cl)cc1	·	-8%	32%	-6%	-3%	-11%	-7%	-6%[59 µM]	-13%
O=C(Cn1cnc2c(cnn2-c2ccc(Cl)cc2)c1=O)NCC1CCCO1 (stereo not given)	-4%	6%	20%	6%	0%	8%	-1%	17%[59 µM]	-4%
Cc1cc(C)c([N+](=O)[O-])cc1-c1ccc(/C=N/c2c(-c3ccco3)nc3ccccn23)o1	-1%	?	50µM*	?	-19%	10µM*	6.3µM*	17%[0.501 µM]	-5%
COc1ccc2c(CNCc3ccco3)c(C(=O)O)n(Cc3ccccc3)c2c1	·	-16%	-1%	-24%	3%	-32%	?	-39%[59 µM]	-11%
O=C(O)CCc1ccc(NCc2cccc(Oc3ccccc3)c2)cc1	13%	19%	·	-10%[12 µM]	0%	·	?	·	-8%
COc1cccc(N2CCN(C(=O)c3nc(-c4ccc(Cl)cc4)n4c3CCCCC4)CC2)c1	·	20%	-11%	-7%	-7%	28µM*	40µM*	18µM*	-23%
CCOC(=O)c1c(NC(=O)COc2ccc(F)cc2)sc2c1CCC(C)C2 (stereo not given)	·	29%	4%	2%	-5%	0%	-13%	?	-3%
CC(Oc1ccc(C(=O)NCCc2ccccc2)cc1)C(=O)O (stereo not given)	0%	22%	-1%	-1%	2%	-3%	-13%	-38%	-3%
CCc1ccc(-n2c(=O)c3ccccc3n3c(=S)[nH]nc23)cc1	22%	-20%	-19%	-1%	-2%	-2%	4.5µM*	1.4µM*	9%
Cc1ccc2c(c1)c1nc3ccccc3nc1n2CCN1CCOCC1	-7%	?	-10%	-17%	47%[activator]	16%	19%	6%[12.7 µM]	?
Cc1cnc(CNc2ccnc(-c3cccc(C#N)c3)n2)cn1	1%	·	·	1%[60.1 µM]	4%	·	·	1%[0.501 µM]	·
Cc1ccc(N(C)S(=O)(=O)c2ccc3c(c2)C(C)(C)C(=O)N3C)cc1C	·	2%	26%	17%	-5%	-5%	-12%	3%[59 µM]	-10%
O=C1CCc2ccccc2O1	32%&5%	3%	·	-3%	·	·	-9%	·	-1%
Cc1ccc(-c2n[nH]c(=S)c3ccccc23)cc1S(=O)(=O)NCC1CCCO1 (stereo not given)	43%[activator]	2%	-17%	-4%	-8%	-33%	18µM*	22µM*	-3%
O=C(Nc1c(C(=O)N2CCOCC2)oc2ccccc12)c1ccccc1Cl	-18%	-4%	-3%	-24%	1%	-19%	-7%	·	-4%
CCOC(=O)C1CCCN(C(=O)Cn2ncc3c4ccccc4n(Cc4ccc(F)cc4)c3c2=O)C1 (stereo not given)	·	4%	2%	-7%	-4%	-11%	-8%	-2%[59 µM]	-17%

Entries from the list above that contain a tert-butyl group, in the order listed:
SMILES	APEX1 inh	Pol iota inh	POLB inh	Pol kappa inh	BLM inh	BAZ2B inh	JMJD2A Tudor inh	G9a inh	Pol eta inh
CC(C)(C)NC(=O)C(c1c[nH]c2ccccc12)N(C(=O)Cn1nnc(-c2ccc(F)cc2)n1)c1cccc(O)c1 (stereo not given)	3%	-1%	0%	-8%	-13%	?	28µM*	-21%[59 µM]	-20%
CC(C)(C)c1csc(NC(=O)CCc2ccccc2)n1	-5%	4%	0%	-24%	-13%	1%	18%	·	-13%

Quoted from the listing.
Result of Cc1ccc(O)c(C(=O)c2cnn(-c3ccccc3)c2)c1 in Pol kappa inh: -11%
Result of CNC(=O)c1[nH]cnc1C(=O)Nc1ccc(C)cc1 in Pol eta inh: -2%
Result of Cc1cnc(CNc2ccnc(-c3cccc(C#N)c3)n2)cn1 in Pol kappa inh: 1%[60.1 µM]
Result of O=C(Cn1cnc2c(cnn2-c2ccc(Cl)cc2)c1=O)NCC1CCCO1 (stereo not given) in JMJD2A Tudor inh: -1%
Result of O=c1oc2c(Cl)cc(Cl)cc2cc1-c1nnc(Nc2ccccc2F)s1 in G9a inh: 29%
Result of Cc1ccc(S(=O)(=O)NNC(=O)c2ccc3ccccc3n2)cc1 in BLM inh: 0%
